# Source: PubChem BioAssay (National Center for Advancing Translational Sciences (NCATS))
# UDG counterscr: counter-screen for AID inhibitors: uracil-DNA glycosylase inhibition; FRET deamination/UDG coupled assay, UDG read, 4 h; Potency, µM (doses to about 115 µM), inactives show at the top dose activity change, negative = inhibition, actives largely listed as inhibitors; hit rate 0.14% among 91,000; further: nearly all actives have a fitted effect of over 65% in size
# AID inh: activation induced cytidine deaminase inhibition; AID deamination FRET fluorescence, UDG-coupled, 4 h; Q9GZX7; AID 1347428; hit rate 0.32% among 91,000; Potency, µM (top dose mostly 115 µM), for the others: at the highest dose activity change, negative = inhibition, usual class: inhibitors; further: nearly all actives have a fitted effect of over 25% in size
# Target sequence (Q9GZX7 whole entry, looked up): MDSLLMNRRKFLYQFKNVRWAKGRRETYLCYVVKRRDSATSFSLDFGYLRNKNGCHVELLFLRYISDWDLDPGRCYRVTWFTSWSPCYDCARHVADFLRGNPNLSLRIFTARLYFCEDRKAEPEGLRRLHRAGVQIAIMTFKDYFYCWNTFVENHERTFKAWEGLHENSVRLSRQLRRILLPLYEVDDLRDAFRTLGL
# Active calls of the source: *; ? = inconclusive; [ ] = another dose, or the depositor's remark. The call rests on the fitted dose curve; in most records, active means well fitted curve in the direction sought with a large enough effect; inconclusive means small, poorly fitted or top-dose-only effect, or another doubt; inactive means no such curve, though single readings can be large; an effect the other way counts as inactive or inconclusive. On the % scale 0 is the no-effect control and ±100 the full control effect; potency means the concentration at half of the fitted maximal effect. A portion of the library (hit frequency here may not be typical).
# Value order: UDG counterscr | AID inh
Cc1ccsc1CNCC(O)c1ccccc1 (stereo not drawn)
  -4.5% | -2.6%
CC(Oc1ccccc1C#N)C(=O)NC1CC1 (stereo not drawn)
  -1.2% | -1.8%
CN(C)C1(CNC(=O)COc2ccc(C(C)(C)C)cc2)CCCCC1
  -13.0% | -19.0%
COC(=O)Nc1ccccc1Cc1ccccc1
  -9.3% | -10.7%
CS(=O)(=O)c1cccc(C(=O)N2CCCCC2)c1
  -21.0% | -17.8%
Cn1c(=O)c2c(nc(NCC3CCCO3)n2Cc2ccccc2)n(C)c1=O (stereo not drawn)
  -14.3% | -8.6%
Cc1cc(C)c(S(=O)(=O)Nc2ccc(-c3ccc(N4CCCCCC4)nn3)cc2)c(C)c1
  ? | -7.8%
COc1cc(-c2nc(S(=O)(=O)c3ccc(Br)cc3)c(N3CCOCC3)o2)cc(OC)c1OC
  -4.3%[57.5 µM] | ?
Cc1ccccc1Cn1c(=O)n(CCC(=O)NCc2ccco2)c(=O)c2sccc21
  0.0% | -6.0%
C=CCn1c(=O)c2c(nc(-n3nc(CC)cc3CC)n2C)n(C)c1=O
  3.4% | 1.9%
O=C(Nc1ccccc1C(=O)c1ccccc1)c1ccc(-c2ccccc2)cc1
  0.2% | -3.1%
OCCCCCCNC(=S)Nc1ccc(F)cc1
  -5.1% | -5.2%
Cc1ccc(Cn2cccc2C2=NC(C)(C)CO2)cc1
  -4.0% | 11.7%
CCc1ccc(CN(Cc2cn[nH]c2-c2ccc(OC)cc2)C(=O)Nc2cc(Cl)ccc2OC)cc1
  ? | ?
N#Cc1c(N)n[nH]c1CCCNC(=O)C1c2ccccc2Oc2ccccc21
  3.5% | 4.8%
Cc1ccc(CNC(=O)COc2ccc3c(C(F)(F)F)cc(=O)oc3c2)cc1
  4.2% | -16.0%
COc1ccccc1CNC(=O)c1ccc(NC(=O)N2CC(C)Sc3ccccc32)cc1 (stereo not drawn)
  3.3% | -9.6%
CCOc1ccccc1CNC(=O)c1cccn1-c1nnc(N2CCCCC2)s1
  64.3%[activator] | ?
CNC(=O)NC(=O)CN(C)Cc1cccc(C#N)c1
  2.3% | -3.0%
O=C(Nc1cc2c(cc1C(=O)c1ccccc1Br)OCCO2)c1cccc(Cl)c1
  -0.8% | -8.7%
CN1CCc2c(sc3ncn4nc(COc5ccc6ccccc6c5)nc4c23)C1
  -7.8% | 18.3%
CCCCOc1cccc(CNCCCOCC)c1
  4.2% | 1.2%
COC(=O)C1=C(C)OC(N)=C(C#N)C1c1ccc(C)cc1C (stereo not drawn)
  4.3% | 6.8%
O=C(O)c1ccc(Cl)cc1Cl
  -7.3% | -4.0%
Cc1cc(C)c2c(=O)cc(C(=O)Nc3onc4c3CC(C)CC4)oc2c1 (stereo not drawn)
  -6.1% | 1.5%
O=C(CCc1ncc(-c2ccc(F)cc2)o1)Nc1nccs1
  9.5% | 7.9%
COc1ccc(CCC(=O)NCc2nc3cccnc3n2Cc2ccc(OC)cc2)cc1
  6.8% | -3.0%
CCOc1ccc(NCc2cccn2-c2nnc(N3CCC(C(=O)NCCOC)CC3)s2)cc1
  -0.3% | 13.8%
O=S1(=O)c2ccccc2N(Cc2ccc(Cl)cc2)c2ccccc21
  -28.7% | 79.4µM*
CCC(C)NC(=O)N1CCC2(CC1)NC(=O)c1ccccc1O2 (stereo not drawn)
  -12.2% | -8.5%

# Record cards, as listed above. Order of screens: UDG counterscr	AID inh
# COC(=O)Nc1ccccc1Cc1ccccc1 as listed: -9.3%	-10.7%
# O=C(CCc1ncc(-c2ccc(F)cc2)o1)Nc1nccs1 as listed: 9.5%	7.9%
# COc1cc(-c2nc(S(=O)(=O)c3ccc(Br)cc3)c(N3CCOCC3)o2)cc(OC)c1OC as listed: -4.3%[57.5 µM]	?
# CCC(C)NC(=O)N1CCC2(CC1)NC(=O)c1ccccc1O2 (stereo not drawn) as listed: -12.2%	-8.5%
# N#Cc1c(N)n[nH]c1CCCNC(=O)C1c2ccccc2Oc2ccccc21 as listed: 3.5%	4.8%

# Additional records follow.
# Value order: UDG counterscr | AID inh
CN(CCC1CCCCN1C)Cc1cccc(C#N)c1 (stereo not drawn)
  -0.8% | 4.3%
Cc1nn(-c2ccc(F)cc2)c(-n2cccc2)c1C(=O)N1CCCCC1C (stereo not drawn)
  2.5% | 6.2%
COc1cccc(N2CCN(C(=O)c3cccc(NC(=O)c4nsc5ccccc45)c3)CC2)c1
  -4.3% | -12.2%
COc1ccc(NC(=O)Cn2c(=O)n(CC3CCCO3)c(=O)c3ccccc32)c(OC)c1 (stereo not drawn)
  -11.0% | 3.6%
CCc1cc(OCCCCOc2ccc(C=O)cc2OC)ccc1Cl
  -12.4% | -14.1%
Cc1ccc(CNC(=O)Cn2ccn(-c3cccc(Cl)c3)c(=O)c2=O)cc1
  10.2%[57.5 µM] | -10.8%
CCc1cc(C(=O)NNC(=S)NC)cs1
  -1.5% | -1.4%
CCN1CCN(c2csc3ccc(Br)cc3c2=O)CC1
  6.1% | 3.3%
O=c1c2ccccc2c(-c2cccs2)nn1CC(O)COCc1ccccc1F (stereo not drawn)
  -7.0% | -11.4%
CCC(=O)N1CCN(c2oc(/C=C/c3ccccc3Cl)nc2C#N)CC1
  -3.8% | -12.4%
Cc1ccccc1-c1nnc(SCC(=O)N(C)C2CCCCC2)o1
  -5.6% | ?
COc1ccc(C(C)=O)cc1CN1CCCCC1
  -12.6% | -6.5%
COc1ccccc1-c1nc(-c2cc3cccc(OC)c3oc2=O)cs1
  1.1% | -7.7%
Cc1c(C(=O)N2CCN(c3ccccc3)CC2)sc2nc3n(c(=O)c12)CCC3
  0.6% | -12.7%
CSc1ccccc1C(=O)Nc1ccc2c(c1)-c1ccccc1C2
  -6.4% | 0.2%
NC(=O)CC1CCCCN1C(=O)CCc1ncc(-c2ccccc2)o1 (stereo not drawn)
  -4.7% | 2.9%
Cc1c(C(=O)N2CCOC(C)C2)cnn1-c1ccc(F)cc1 (stereo not drawn)
  3.1% | 1.2%
Cc1c(C(=O)N2CCN(c3ccc(F)cc3)CC2)sc2nc3n(c(=O)c12)CCC3
  14.0% | -2.4%
Cn1nc(C(=O)OCCOc2cccc(Br)c2)c2ccccc2c1=O
  -9.5% | -15.4%
Cc1ccc(C(CNC(=O)c2cc(=O)c3cc(Br)ccc3o2)N(C)C)o1 (stereo not drawn)
  7.5% | 4.6%
Cc1ccc(C(=O)NC(C)c2cccc(C(F)(F)F)c2)cn1 (stereo not drawn)
  5.8% | 5.0%
Cc1ccc(CNC(=O)c2sc3ncnc(N(C)C4CCCCC4)c3c2C)cc1
  ? | -16.0%
CC1CCN(S(=O)(=O)N2CCCC(c3nc4ccccc4o3)C2)CC1 (stereo not drawn)
  6.6% | -0.9%
Cc1ccc2ncc(S(=O)(=O)c3ccccc3)c(N3CCCCC3C)c2c1 (stereo not drawn)
  -15.1% | ?
COc1ccc(-c2noc(CSc3nnc(-c4ccncc4)n3-c3cccc(C)c3)n2)cc1OC
  79.4µM* | ?
CCC1CCCCN1C(=O)c1ccc2c(c1)N(Cc1cccc(Cl)c1)C(=O)c1ccccc1S2(=O)=O (stereo not drawn)
  -12.2%[57.5 µM] | ?
CN(C)c1ccc(CNC(=O)CCCN2C(=O)CCn3nc(-c4cccn4C)cc32)cc1
  12.4% | 5.9%
CCOC(=O)C1CCCN(S(=O)(=O)c2cc(-c3onc(C)c3C)ccc2OC)C1 (stereo not drawn)
  1.7% | -24.0%
CN(C(=O)COC(=O)c1ccc2ccccc2n1)c1ccccc1
  7.2% | 2.3%
c1cnc(N2CCN(c3ncc4c(n3)CCNC4)CC2)nc1
  ? | ?
Cc1ccc(CCNC(=O)Cn2nc(-c3ccc(C)cc3)ccc2=O)cc1
  2.1%[57.5 µM] | 5.7%
Cc1cccc(N2CCN(S(=O)(=O)c3ccc4[nH]c5c(c4c3)CCCCC5)CC2)c1C
  -6.1%[57.5 µM] | ?
COc1ccc(C(=O)Nc2nc(-c3ccc(Br)cc3)ns2)cc1
  -6.6%[57.5 µM] | -5.1%
Cc1cccc(NC(=O)CSc2nnc(C)c(=O)[nH]2)c1
  -7.4% | 2.2%
CC1=C/C(=N/Nc2nc3ccccc3[nH]2)CC1
  -10.6% | -10.3%
CC1CN(Cc2nc3cc(Cl)ccc3n2Cc2ccccc2)CCO1 (stereo not drawn)
  -7.6% | -10.1%
O=C(O)C1(c2ccc(Cl)cc2)CCCCC1
  -4.4% | -1.9%
Cc1ccc(N(C(C)C(=O)NCc2ccc(Cl)cc2Cl)S(C)(=O)=O)cc1C (stereo not drawn)
  -12.1% | -12.8%
COc1cccc(NC(=O)CN(C)CC(=O)Nc2c(C)cccc2C)c1
  -3.5% | 3.7%
COc1cc(SC)ccc1C(=O)Oc1ccccc1C
  -1.5% | -2.3%
O=C(/C=C/c1ccccc1Cl)c1cccc(O)c1
  0.5% | -18.7%
CCN(CC)CCCNC(=O)CN1C(=O)COc2ccc(S(=O)(=O)N3CCC(C)CC3)cc21
  7.3% | -8.7%
CC(=O)c1ccc(NC(=O)CCc2c(C)nc3cc(-c4ccc(Cl)cc4)nn3c2C)cc1
  7.5% | 7.8%
O=S(=O)(Nc1ccc(F)c(C(F)(F)F)c1)c1ccc(N2CCCCS2(=O)=O)cc1
  -6.0% | 0.1%
NC(=O)C(Oc1ccc(Cl)c(Cl)c1)c1ccccc1 (stereo not drawn)
  -0.3% | 2.5%
CC(C)Cc1ccc(C(NC(=O)CC2(C(=O)O)CCCC2)c2cccs2)cc1 (stereo not drawn)
  -5.8% | 1.4%
CCOc1ccc(C2CC(=O)c3c([nH]c(C(=O)OC4CCC(C)CC4)c3C)C2)cc1 (stereo not drawn)
  3.5% | 0.1%
COc1ccc(S(=O)Cc2ccc(C(=O)N3CCN(c4cccc(C)c4C)CC3)o2)cc1 (stereo not drawn)
  15.7% | 3.6%
CCOC(=O)c1ccc(NC(=O)Cn2ncc3c(C)n(Cc4ccccc4F)c(C)c3c2=O)cc1
  4.2% | -25.5%
Cc1nc2ccccc2n2c(-c3ccccc3)c3c(=O)n(C)c(=O)n(C)c3c12
  6.9% | -9.0%
CC(C)Oc1cccc(C(=O)Nc2ccc(-c3nc4cc(Cl)cc(Cl)c4o3)cc2)c1
  -16.3% | 8.5%
O=C(NCCc1ccccc1)c1cnc2sc(N3CCCCC3)nn2c1=O
  7.7% | -8.7%
Cc1ccc(NC(=O)C2CCN(S(=O)(=O)c3c(C)noc3/C=C/c3cccs3)CC2)cc1F
  5.9%[57.5 µM] | -6.5%
Cc1ccc(OCC(=O)NCC(=O)OCc2cc(=O)n3nc(C)sc3n2)cc1
  3.4% | 4.8%
CCOC(=O)C(NC(=O)/C=C/c1c(Cl)cccc1Cl)C(=O)OCC
  -1.3% | -4.3%
O=C(Nc1ccc(Cl)cc1F)C1CCCN1S(=O)(=O)c1ccc(Br)cc1 (stereo not drawn)
  4.1% | -4.9%
CCOc1cc(C2C3=C(CCCC3=O)OC3=C2C(=O)CCC3)ccc1OCC(=O)O
  6.2% | -1.0%
Cc1c(C(=O)N(Cc2ccc(Cl)cc2)CC2CCCO2)oc2ccc(F)cc12 (stereo not drawn)
  -11.3% | ?
Cn1c(=O)[nH]c(=O)c2c1nc(SCC(N)=O)n2Cc1ccccc1Cl
  -9.0% | -10.0%
CC(=O)N/N=C(\C)c1ccccc1
  2.1% | -4.1%

# The list goes on.
# Value order: UDG counterscr | AID inh
COc1ccc(C(=O)c2c(C)oc3cc(C#N)c(C#N)cc23)cc1
  -12.3% | 15.1%
N#Cc1nc(-c2ccc(Cl)cc2)oc1NCc1ccc(Cl)cc1
  -5.8% | -4.9%
CC(=O)Nc1ccc(NC2=C(C(N)=O)S(=O)(=O)c3ccccc32)cc1
  1.2% | 41.0%[activator]
N#CCCN(C(=O)COC(=O)c1cc(Cl)ccc1[N+](=O)[O-])c1cccc(C(F)(F)F)c1
  6.7% | 1.9%
COCCNC(=O)CS(=O)Cc1nc(-c2ccc(C)cc2)oc1C (stereo not drawn)
  10.9% | 7.1%
COc1ccc(/C=C/C(=O)c2ccc(O)cc2)cc1C
  -6.6% | -13.0%
CCOC(=O)CSC(C(N)=O)c1ccccc1 (stereo not drawn)
  ? | 6.6%
CCOc1c(Cl)cc(C(=O)NC(C)Cn2cccn2)cc1OC (stereo not drawn)
  -4.4% | 0.4%
NS(=O)(=O)c1ccc(N/N=C/c2cccc(Cl)c2)c([N+](=O)[O-])c1
  5.2% | -15.6%
Cc1c(F)cc(C(N)=O)cc1NS(=O)(=O)c1ccc(C(F)(F)F)cc1
  1.0% | 4.7%
CCCn1cc(S(=O)(=O)c2cccc(Cl)c2)c(=O)c2cc(F)c(N3CCN(CC)CC3)cc21
  0.1% | 6.2%
OCCCc1nc2n(n1)C(c1cccc(Cl)c1)C=C(c1ccccc1)N2 (stereo not drawn)
  -3.9% | -21.1%
O=C(Cn1c(=O)c2c(ncn2C2CCCC2)n(Cc2ccccc2)c1=O)Nc1ccccc1
  -5.6% | 25.7%
CCN(C(=O)c1sc2nc3n(c(=O)c2c1C)CCCC3)c1ccccc1F
  -13.5% | ?
CCOC(=O)c1c(S(=O)(=O)N2CCCC(C(=O)N3CCN(c4ccc(F)cc4)CC3)C2)c(C)n(C)c1C (stereo not drawn)
  12.0% | -3.6%
Cc1cccc(N2CCN(CC(=O)NC(=O)NCC(F)(F)F)CC2)c1
  -0.5% | -9.5%

# Two of the compounds above, as labelled records.
COc1ccc(-c2noc(CSc3nnc(-c4ccncc4)n3-c3cccc(C)c3)n2)cc1OC
- UDG counterscr = 79.4µM*
- AID inh = ?

CCCCOc1cccc(CNCCCOCC)c1
- UDG counterscr = 4.2%
- AID inh = 1.2%
